EPAC2 antagonist – antagonists of human EPAC2 | Q8WZA2 | EPAC2 GEF exchange of Rap1B-BODIPY-GDP, fluorescence | Potency, µM (doses to about 114 µM), for inactives: top-dose activity, negative = inhibition, hits mostly inhibitors | actives 0.18% (n = 360,000) | AID 720708; further: potency means the concentration at half of the fitted maximal effect; on the % scale 0 is the no-effect control and ±100 the full control effect; nearly all actives have a fitted effect of over 45% in size; many of its hits are not listed in these tables
D3 ag – D3 dopamine receptor (human) agonism; P35462; D3R DiscoveRx beta-arrestin cells, luminescence, 90 min; max activation, %; actives 0.58% (n = 410,000); in the data active means max activation above about 30%; further: 0% is about no effect; mostly tested at two doses, the higher about 12 µM
Target sequence (P35462 whole entry, looked up): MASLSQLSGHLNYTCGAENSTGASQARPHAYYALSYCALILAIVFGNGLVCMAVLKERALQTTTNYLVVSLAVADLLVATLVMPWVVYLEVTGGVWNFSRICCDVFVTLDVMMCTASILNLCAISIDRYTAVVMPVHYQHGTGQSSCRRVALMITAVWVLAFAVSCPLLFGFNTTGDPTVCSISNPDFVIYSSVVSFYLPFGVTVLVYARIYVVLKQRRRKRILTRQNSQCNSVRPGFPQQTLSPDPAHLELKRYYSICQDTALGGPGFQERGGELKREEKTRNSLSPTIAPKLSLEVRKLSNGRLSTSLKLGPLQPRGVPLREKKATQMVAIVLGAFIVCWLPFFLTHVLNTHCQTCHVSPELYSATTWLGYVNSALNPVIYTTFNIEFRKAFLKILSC
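Cells at 1500/well, incubated overnight, then treated with pinned compounds (dopamine as control) for 90 min at 37 degrees C. DiscoveRx reagent added for 30 - 60 minutes at room temperature; luminescence read.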
Abeta yeast res – restores growth of yeast expressing A-beta42 peptide; yeast expressing A-beta42, growth rescue, OD600, 48 h; response scale: 0% DMSO, 100% iron-clioquinol control; actives 0.063% (n = 410,000); Potency, µM (top dose mostly 46.1 µM), for inactives: top-dose growth rescue, most hits filed as activators; further: potency means the concentration at half of the fitted maximal effect; nearly all actives have a fitted effect of over 55% in size
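Growth rescue measured by 600 nm absorbance after 48 h yeast culture at 30 C with compound. Values normalized between DMSO and an equimolar ferric chloride plus clioquinol control.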
D3 antag – antagonists of human D3 dopamine receptor; D3R cells, DiscoveRx beta-arrestin luminescence, antagonist mode; active compounds read low; P35462; actives 2.5% (n = 360,000); AID 652054; max response, negative = inhibition, %; in the data active means max response below about -50%; inconclusive means no clear call, values can overlap the other calls; further: on the % scale 0 is the no-effect control and ±100 the full control effect; mostly tested at two doses, the higher about 12 µM
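Cells expressing the human receptor were seeded at 1500 cells/well, incubated overnight at 37 degrees C in 5% CO2, then exposed to library compounds with dopamine controls for 90 minutes at 37 degrees C before luminescent detection.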
FUS yeast rescue – FUS proteinopathy suppression in yeast. Potency, µM (doses to about 76.6 µM), for inactives: top-dose growth rescue (activation), actives largely listed as activators. S. cerevisiae FUS-expressing, growth rescue, OD600, 24 h. actives 0.24% (n = 390,000). AID 1347120;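 further: potency means the concentration at half of the fitted maximal effect; plate controls were DMSO vehicle for no effect and reference control for full effect; nearly all actives have a fitted effect of over 55% in size; some results filed as inactive show a strong effect at the top dose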
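Yeast expressing FUS under galactose induction, OD 0.005 in 2% galactose medium; compounds in a dilution series, 24 h at 30C. Growth rescue by absorbance at 600 nm; CP55940 positive control, DMSO negative.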
TDP43 rescue – rescues yeast growth from TDP-43 toxicity; actives 1.8% (n = 410,000); Potency, µM (highest dose often 46.1 µM), without a hit: at the highest dose growth rescue (activation), most hits filed as activators; TDP-43 expressing yeast growth rescue, BacTiter-Glo, 24 h; further: potency means the concentration at half of the fitted maximal effect; % of control where 0% means no effect; nearly all actives have a fitted effect of over 50% in size
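Growth rescue of TDP-43-toxic yeast measured as ATP luminescence (BacTiter-Glo). Cells grown to mid-log in raffinose, induced in galactose at OD600=0.02, exposed to compound 24 hr at 30 deg C.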
aSyn rescue – rescues yeast growth from alpha-synuclein toxicity; Yeast expressing alpha-synuclein, growth rescue, BacTiter-Glo, 24 h; actives 0.14% (n = 370,000); Potency, µM (titrated, usually from 46.1 µM), for the others: at the top dose growth rescue (activation), actives largely listed as activators; AID 652106; further: potency means the concentration at half of the fitted maximal effect; % of control where 0% means no effect; nearly all actives have a fitted effect of over 65% in size
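Rescue of yeast growth: cells expressing toxic alpha-synuclein, induced in galactose at OD600 0.02, incubated with compound 24 h at 30 C. ATP luminescence quantified growth; inhibitors of toxicity appear as activators.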
EPAC2 ag – EPAC2 (human) agonism; Q8WZA2; EPAC2 activation, biochemical qHTS; response scale: 100% = 6.5 mM cAMP response; Potency, µM (doses to about 154 µM), for inactives: at the highest dose activation, usual class: activators; actives 0.079% (n = 360,000); further: potency means the concentration at half of the fitted maximal effect; nearly all actives have a fitted effect of over 50% in size
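Readout is BODIPY fluorescence (480 nm excitation, 540 nm emission), which falls as labeled GDP is exchanged off Rap1B. EPAC2 at 100 nM acted on 250 nM RAP1B-BODIPY-GDP with 50 uM GDP present.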
Numbers without * were called inactive; ? = inconclusive; · = not tested or not shown; & = joins results of further samples; [ ] = remark or other dose. Unless noted, the call rests on the fitted dose curve; in most records, active means well fitted curve in the direction sought with a large enough effect; inconclusive means small, poorly fitted or top-dose-only effect, or another doubt; inactive means no such curve, though single readings can be large; an effect the other way counts as inactive or inconclusive.

SMILES	EPAC2 antagonist	D3 ag	Abeta yeast res	D3 antag	FUS yeast rescue	TDP43 rescue	aSyn rescue	EPAC2 ag
COc1ccc(/C=C/C(=O)Nc2cccc(S(=O)(=O)NC3=NCCCCC3)c2)cc1OC	1.6%	5.8	8.6%	7.1	40.8%	14.5%	3.0%	17.8%
O=C(Nc1nncs1)c1cc(S(=O)(=O)N2CCCCC2)ccc1Cl	3.0%	-5.5	-11.5%	-18.5	13.7%	6.9%	0.5%	12.8%
O=S(=O)(c1ccc2ccccc2c1)N(CC1CO1)c1ccccc1 (stereo not given)	1.4%	-0.7	-3.9%	15.6	4.8%	-14.3%	3.8%	8.5%
C=CCOC(=O)N1CCC2CC1c1cc(-c3ccc(OC)cc3)ccc12 (stereo not given)	-8.0%	-30.1	3.8%	4.5	16.5%	24.8%	-9.0%	9.1%
CC(C)c1cc(C(=O)NCc2ccco2)no1	1.1%	7.0	-5.3%	-5.6	-5.6%	20.7%	5.8%	-0.9%
CCOc1ccc(NC(=O)c2sc3nc4n(c(=O)c3c2C)CCCC4)cc1	·	5.2	0.5%	·	-24.9%	0.0%	·	·
Cc1ccc(S(=O)(=O)N2CCCCC2)cc1C(=O)N(CCc1ccccc1)Cc1ccccc1	-13.3%	-20.2	1.0%	-27.4	34.9%	4.9%	-0.1%	0.0%
COc1ccc(S(=O)(=O)N2CCOC23CCN(S(=O)(=O)c2cc(C)ccc2OC)CC3)cc1	6.7%	-4.6	2.2%	-3.6	13.3%	17.6%	14.8%	3.0%
c1ccc(CC2CCN(c3nc4ccccc4n4nnnc34)CC2)cc1	-2.0%	-2.7	-2.4%	-1.2	-17.5%	6.7%	1.3%	26.7%
CC(C)(C)c1ccc(S(=O)(=O)Nc2noc3ccccc23)cc1	-27.3%	-2.5	-21.6%	-12.9	-14.9%	20µM*	-11.4%	11.3%
O=C(CN(CC1CCCO1)C(=O)CNS(=O)(=O)c1ccccc1)NCc1ccco1 (stereo not given)	5.9%	3.4	-8.1%	8.6	-3.7%	11.5%	0.1%	-1.9%
CCOc1ccc(CN(C(=O)c2ccco2)C2CCS(=O)(=O)C2)cc1 (stereo not given)	0.4%	2.1	3.0%	0.0	5.2%	2.9%	3.5%	10.9%
Cc1nn(CC2CC2)c(=O)n1-c1ccccc1	12.2%	3.3	-11.3%	-0.1	8.0%	9.9%	-7.5%	0.0%
Brc1cccc(CN2CCN(c3ncccn3)CC2)c1	-8.0%	4.2	2.6%	-13.2	-16.8%	12.3%	0.5%	5.4%
CN(Cc1cnn(C)c1)S(=O)(=O)c1cccc([N+](=O)[O-])c1	7.0%	2.7	-14.5%	9.5	-2.6%	27.2%	2.9%	-1.1%
COc1ccccc1-c1noc(CCCC(=O)NC2CCCCC2)n1	-1.0%	1.7	-5.0%	4.3	?	-31.1%[inhibitor]	-2.1%	11.0%
O=C(Nc1nnc(-c2ccccc2Cl)s1)c1ccccc1F	2.0%	2.6	-10.6%	8.9	-22.1%	8.3%	0.0%	3.3%
COc1cc(/C=N/Nc2ncc(C(F)(F)F)cc2Cl)cc(OC)c1O	-13.1%	-5.4	-7.6%	-7.4	·	9.3%	0.1%	-6.0%
O=C(NC(=S)Nc1ccc(S(=O)(=O)N2CCCCC2)cc1)c1ccccc1	-20.2%	-1.7	-8.9%[9.22 µM]	?	-7.5%	-6.4%	-2.1%	9.8%
Cc1cc(NC(=O)c2ccc(NC(=O)c3cccs3)cc2)no1	15.4%	1.6	8.0%	12.5	·	-19.4%	-7.2%	15.0%
CC1CCC2(CC1)NC(=O)N(CC(=O)N1CCN(c3ccccc3)CC1)C2=O (stereo not given)	3.8%	-1.7	13.7%	0.9	-21.7%	17.3%	6.5%	10.3%
CC1CCN(C(=O)COC(=O)/C=C/c2ccc(Br)o2)CC1	6.1%	2.5	?	7.3	22.5%	?	14.6%	-1.3%
CCN(CC)S(=O)(=O)c1ccc(CNC(=O)CN2C(=O)NC3(CCc4ccccc43)C2=O)cc1 (stereo not given)	2.1%	5.2	10.3%	-25.3	10.5%	18.4%	8.3%	-3.1%
C#CCNS(=O)(=O)c1ccc(F)cc1Br	2.9%	4.4	-2.1%	-16.3	-20.9%	8.6%	-2.1%	-2.4%
CCOc1ccc(-n2c(SCC(=O)N3CCCC3)nc3c([nH]c4ccccc43)c2=O)cc1	·	-7.2	-9.7%	·	-10.1%	20.4%	?	·
CCOC(=O)C(Cc1c[nH]c2cc([N+](=O)[O-])ccc12)(NC(C)=O)C(=O)OCC	-13.4%	-3.9	-10.0%	-13.8	14.0%	-5.8%	0.7%	-4.2%
O=C(C(=O)N1CCC(c2ccccc2)CC1)c1ccccc1	-12.7%	0.2	9.4%	11.8	-1.8%	12.6µM*	-1.7%	-2.7%
COC(=O)CSc1nc2sc3c(c2c(=O)n1-c1ccccc1C)CC(C)(C)OC3	·	-13.6	-21.1%	·	-12.1%	6.8%	-8.8%	·
Cc1c(Cl)cnc(NC(=O)COC(=O)C2CC3CCCC(C2)C3=O)c1Cl (stereo not given)	3.3%	1.9	0.3%	-2.0	12.9%	2.0%	-1.3%	1.8%
Cc1ccccc1Cc1c(C)nc2c(C(=O)NCc3ccc4c(c3)OCO4)cnn2c1C	17.3%	-21.6	-15.5%	-81.3*	21.1%	-31.0%[inhibitor]	-4.5%	10.9%
CCCCC[C@@H](C)N1C[C@@H](COCc2ccccc2)Oc2cc(N3CCC[C@H]3C(N)=O)ccc2S1(=O)=O	-29.8%	-2.9	-35.7%	6.1	?	10.3%	-7.9%	-6.7%
CC(SCC(=O)Nc1ccc(S(=O)(=O)N2CCCCC2)cc1)C(=O)O (stereo not given)	4.0%	-3.5	-5.5%	3.6	53.4%	-0.3%	6.8%	1.9%
COc1ccc(NC(=O)N(C)C[C@@H]2OCc3cn(nn3)CCCC(=O)N([C@H](C)CO)C[C@H]2C)cc1	1.7%	-6.1	-0.4%	-1.4	-18.9%	18.8%	-6.2%	-0.2%
Cc1ccc(Cl)cc1-c1cc(C(=O)NCc2cc(C(F)(F)F)cc(C(F)(F)F)c2)[nH]n1	-13.3%	-5.3	-3.2%	-19.5	-1.8%	8.0%	0.0%	2.5%
COC(=O)c1cc(S(=O)(=O)NCC(C)c2ccccc2)cn1C (stereo not given)	-0.8%	1.4	24.3%	1.7	-16.2%	17.7%	0.2%	8.4%
O=C(CN(C(=O)CCC(=O)Nc1ccccn1)c1ccccc1F)NCc1ccc2c(c1)OCO2	-3.6%	-3.7	-19.0%	9.5	8.7%	17.4%	-2.7%	1.6%
CCOc1cc(Br)c(/C=C2/C(=O)N(C)C(=S)N2CC(=O)OC)cc1OC	49.0%[activator]	1.7	2.4%	2.2	10.3%	10.7%	3.9%	-44.9%[inhibitor]
Cc1c([N+](=O)[O-])c2ccc(O)cc2n1-c1ccccc1	11.1%	-16.8	-3.9%	?	-1.9%	10.5%	5.5%	2.7%
O=S(=O)(N/N=C\C=C\c1ccccc1)c1ccc(Br)cc1	-7.2%	-4.5	1.9%	?	1.3%	?	-64.2%[inhibitor]	0.9%
Cc1ccc(N=C2NC(=O)C(CO)(CO)S2)cc1	-1.7%	2.6	-13.6%	-6.1	-0.9%	-19.2%	-15.5%	-0.1%
CCNC(=S)NN=C1CCC(C(C)(C)C)CC1 (stereo not given)	7.3%	-1.7	20.3%	-14.8	·	?	2.4%	-7.4%
Cc1ccc(C(=O)OCC(=O)Nc2ccc3c(c2)OCO3)o1	-4.7%	0.9	14.1%	7.3	23.7%	21.8%	-8.9%	0.6%
Cc1cccnc1NC(=O)C1CCCN1S(=O)(=O)c1ccc(Cl)cc1 (stereo not given)	-10.3%	-10.7	5.8%	5.9	16.3%	-3.0%	-1.9%	5.8%
O=C(CSc1ccc(Cl)cc1)N1CCC(c2nc3ccccc3s2)CC1	-15.5%	3.8	-14.5%	1.0	19.5%	25.1µM*	?	14.2%
Cc1cccc(NS(=O)(=O)c2ccc3c(c2)CCC(=O)N3)c1	-4.9%&-3.4%	-0.6	-0.2%&-12.3%	-0.3	1.2%&0.8%	16.1%	-3.2%	0.4%&10.1%
CN(Cc1c(F)cccc1Cl)C(=O)c1ccc2ccccc2n1	-5.2%	-7.8	-8.3%	8.0	7.4%	27.8%	1.0%	0.9%
O=C(O)CCCC(=O)Nc1ccccc1-n1ccnc1	-4.1%	1.7	5.5%	15.8	3.0%	-8.7%	5.4%	5.0%
COc1cccc(C2CC(=O)Nc3n[nH]c(-c4ccccc4)c32)c1OC (stereo not given)	7.4%	5.7	-6.4%	-2.1	8.0%	-16.0%	2.0%	-1.5%
COC(=O)c1ccc(NC(=O)COc2coc(CN3CCc4ccccc43)cc2=O)cc1	11.3%	-4.2	2.5%	-8.9	0.6%	14.6%	-1.3%	-6.5%
COc1ccc(C(C)=O)cc1CC(=O)NCCCn1ccnc1	4.3%	2.2	-7.0%	7.6	-12.9%	-8.2%	-0.2%	0.3%

Carrying on.
SMILES	EPAC2 antagonist	D3 ag	Abeta yeast res	D3 antag	FUS yeast rescue	TDP43 rescue	aSyn rescue	EPAC2 ag
COc1ccc(Cn2c3ccc(OC)cc3c3nc4ccccc4nc32)cc1	8.6%	2.0	6.5%	-3.2	-30.2%	13.1%	0.5%	-19.1%
O=C(COc1ncnc2ccc(Br)cc12)NCc1ccc2c(c1)OCO2	-1.5%	4.0	17.5%	12.9	34.4%	19.6%	7.0%	-0.1%
COC(=O)[C@@H](NC(=O)c1ccc(OC2CCN(Cc3ccccn3)CC2)cc1)C(C)C	-2.3%	-3.3	-3.6%	-25.3	-25.2%	-2.2%	0.5%	0.6%
COc1ccccc1CN1CCNC(=O)C1CC(=O)NCCC1=CCCCC1 (stereo not given)	0.2%	4.8	-7.6%	-6.3	5.6%	6.0%	-2.3%	-1.0%
Cc1ccc(S(=O)(=O)N2CCN(Cc3cc(=O)n4nc(-c5ccccc5Cl)sc4n3)CC2)cc1	·	5.3	-4.5%	·	26.7%	12.5%	·	·

Full records, looked up by structure. Order of values: EPAC2 antagonist	D3 ag	Abeta yeast res	D3 antag	FUS yeast rescue	TDP43 rescue	aSyn rescue	EPAC2 ag
O=C(O)CCCC(=O)Nc1ccccc1-n1ccnc1 is listed as -4.1%	1.7	5.5%	15.8	3.0%	-8.7%	5.4%	5.0%
CCOC(=O)C(Cc1c[nH]c2cc([N+](=O)[O-])ccc12)(NC(C)=O)C(=O)OCC is listed as -13.4%	-3.9	-10.0%	-13.8	14.0%	-5.8%	0.7%	-4.2%

Bioassay records deposited in PubChem by National Center for Advancing Translational Sciences (NCATS).

A portion of the library; count on the stated rates, not on these rows.
